# Screens from PubChem.
# LEDGF integ inh – blocks HIV-1 LEDGF/p75-dependent DNA integration | AID 743269 | inhibition, % at 3.7 µM | TR-FRET IN-LEDGF/p75 DNA integration, Eu/Cy5 | 0.64% of 370,000 active;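 active = inhibition above the screen-wide mean plus 3 SD, cut at about 13% in these data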;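 also: signal is the Cy5 over europium emission ratio at 671 and 618 nm; 0% = plate median of compound wells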
# PG9 binder – small molecules binding HIV-1 gp120 antibody PG9. inhibition, % at 6.7 µM. 0.43% of 360,000 active. TR-FRET gp120-PG9 antibody binding; in the data active = inhibition above about 8.5%
# NR1D1 modulator – modulators of human Rev-erb alpha DNA binding; P20393; Rev-erbα–FITC-DNA binding, fluorescence polarization, 90 min; activity, % at 10 µM; 0.79% of 370,000 active; AID 1259318;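 active = activity above about 14%, limit read from the data; passing the limit was not always enough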;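 also: 0% = DMSO wells with 35 nM protein and 100% = DMSO wells with 750 nM protein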
# PRMT1 inh – PRMT1 (human) inhibition, primary screen. Q99873. recombinant PRMT1, activity-based probe fluorescence polarization. inhibition, % at 2.79 µM. 1.3% of 370,000 active. AID 652257;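 active = inhibition above about 21% made by adding two undisclosed values, limit read from the data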
# Target sequence (Q99873 whole entry, looked up): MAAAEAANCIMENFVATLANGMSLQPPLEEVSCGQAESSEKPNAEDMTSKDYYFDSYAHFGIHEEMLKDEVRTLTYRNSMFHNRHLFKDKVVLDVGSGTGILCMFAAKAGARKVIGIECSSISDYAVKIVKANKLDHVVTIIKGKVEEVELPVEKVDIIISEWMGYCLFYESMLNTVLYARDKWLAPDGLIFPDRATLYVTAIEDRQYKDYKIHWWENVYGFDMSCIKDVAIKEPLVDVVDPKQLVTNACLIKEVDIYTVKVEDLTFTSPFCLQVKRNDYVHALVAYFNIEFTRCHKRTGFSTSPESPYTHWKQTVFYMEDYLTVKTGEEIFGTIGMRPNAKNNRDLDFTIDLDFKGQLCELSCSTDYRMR
# rCAG RNA binder – r(CAG) repeat RNA binding; AID 651821; TO-PRO-1 dye displacement fluorescence; 1.3% of 370,000 active; inhibition, % at 3 µM;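 active = inhibition above the plate cutoff, the mean of all test compounds on that plate plus 3 SD, cut at about 35% in these data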;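 also: 0% = DMSO alone and 100% = 100 µM mitoxantrone as full dye displacement; higher means more dye released from RNA so lower well fluorescence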
# mABHD4 FP – ABHD4 (mouse) inhibition, primary FP screen | 0.54% of 370,000 active | AID 720543 | Q8VD66 | inhibition, % at 8.92 µM | purified mABHD4, FP-Rh probe fluorescence polarization;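 active = inhibition exceeding the mean over every tested compound plus 3 SD, cut at about 30% in these data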;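 also: 0% = plate median of compound wells and 100% = S159A mutant with DMSO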
#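 Test system: mABHD4 protein | Buffer or medium: HEPES pH 7.0 buffer, 150 mM NaCl, 0.01% Pluronic F-127 | Probe or stimulus: FP-Rh fluorescent activity-based probe, added after compound pre-incubation | Timing: Pre-incubation 45 min, probe exposure 60 min, at 25 °C | Technique: Fluorescence polarization, excitation 525 nm, emission 598 nm, BODIPY TMR filters | Repeats: Single well per compound (singlicate)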
# SIAE primary – blocks human sialic acid acetylesterase; SIAE FP-Rh probe binding, fluorescence polarization; inhibition, % at 9.66 µM; 0.69% of 370,000 active;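 active = inhibition above a cutoff: mean of compounds within the control limits plus 3 SD of those, cut at about 17% in these data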;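 also: 0% = plate median of compound wells and 100% = probe without SIAE protein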
# TDP2 inh – TDP2 (human) inhibition, absorbance primary screen. O95551. recombinant TDP2, T5PNP hydrolysis, p-nitrophenol absorbance 415 nm. inhibition, % at 12.8 µM. 0.34% of 370,000 active;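 active = inhibition above the mean of all tested compounds plus 3 SD, set per campaign, cut at about 25% in these data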;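 also: 0% = DMSO with enzyme and 100% = buffer with substrate but no TDP2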
# Target sequence (O95551 whole entry, looked up): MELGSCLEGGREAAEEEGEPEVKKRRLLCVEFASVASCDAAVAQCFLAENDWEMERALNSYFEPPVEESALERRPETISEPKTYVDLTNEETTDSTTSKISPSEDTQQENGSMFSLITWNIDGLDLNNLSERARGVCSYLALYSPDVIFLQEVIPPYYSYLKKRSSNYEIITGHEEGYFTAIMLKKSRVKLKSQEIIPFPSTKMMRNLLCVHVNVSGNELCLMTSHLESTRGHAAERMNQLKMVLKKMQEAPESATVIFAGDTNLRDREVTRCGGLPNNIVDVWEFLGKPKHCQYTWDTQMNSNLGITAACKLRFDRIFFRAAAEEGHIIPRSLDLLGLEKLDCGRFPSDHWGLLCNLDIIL
#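 Test system: human TDP2 enzyme; Input: 120 nM TDP2 per well; Buffer or medium: Mg2+-containing Tris-HCl buffer, pH 7.5; Reagent: 5 mM T5PNP; Dosing: 12.8 µM single point, 1% DMSO; Incubation: reaction 2 h, 37 °C; Detection: p-Nitrophenol epi absorbance; Read-out: % inhibition relative to enzyme-containing and enzyme-free wells; Replicates: single well per compound.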
# TCR CD3 inh – blocks the human TCR-CD3 interaction | 0.37% of 360,000 active | inhibition, % at 9.4 µM | TAMRA-labeled TCR probe fluorescence, biochemical; in the data active = inhibition above about 19%;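 also: recombinant mutant TCR 2C K166C tagged with TAMRA read by polarization; 0% = receptor in buffer alone and 100% = receptor with positive control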
# HTRA1 inh – HTRA1 (human) protease inhibition; 0.5% of 340,000 active; recombinant HTRA1, FP-rhodamine activity-based probe, fluorescence polarization; inhibition, % at 5.96 µM; Q92743; in the data active = inhibition above about 36%;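 also: 0% = enzyme with DMSO and 100% = wells lacking enzyme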
# * = called active by the depositor; . = no result given. Some of the compounds tested. The share of hits here may be higher or lower than overall.
Structure	LEDGF integ inh	PG9 binder	NR1D1 modulator	PRMT1 inh	rCAG RNA binder	mABHD4 FP	SIAE primary	TDP2 inh	TCR CD3 inh	HTRA1 inh
O=C(Nc1ccc(NC(=O)c2ccccc2Cl)nc1)c1ccco1	1.3	0.4	3.3	-3.6	-1.2	2.5	-5.3	7.7	-1.1	-16.7
Cc1ccc(NC(=S)N(CCCN2CCCC(C)C2)Cc2ccco2)cc1C (stereo not given)	2.3	-0.6	-3.3	-0.9	-7.8	-0.5	-3.5	9.6	-2.4	2.9
Cc1cc(Cl)ccc1OCC(=O)N1C(C)CCCC1C (stereo not given)	4.8	-3.9	-1.5	2.8	-5.9	2.7	2.2	-6.6	6.5	-8.3
Cc1cc(C)nc(NNC(=O)c2ccccc2O)n1	-3.1	0.3	-5.8	0.9	-3.3	0.3	13.0	-18.5	-4.4	-12.6
COc1ccc(CCNCC(O)COc2cccc(C(C)=O)c2)cc1OC (stereo not given)	2.2	-1.9	3.1	10.0	2.1	2.0	-7.1	15.7	2.1	5.3
O=S(=O)(NCC1CCCO1)c1ccc(-c2ccc(S(=O)(=O)NCC3CCCO3)cc2)cc1 (stereo not given)	-4.3	0.8	-1.2	0.7	-5.9	5.9	0.9	-0.5	-6.3	-6.4
Cc1ccc(N2CC(NC(=O)C3CC3)CC2=O)cc1 (stereo not given)	0.8	-1.2	-3.3	0.9	0.2	2.7	-7.5	3.3	0.2	1.0
COc1cccc(C(=O)NNC(=O)CCN2CCN(c3ccccc3)CC2)c1	1.4	0.4	3.9	-3.5	0.9	-6.1	1.4	-10.8	-6.9	-4.7
Cc1cccc(NC(=O)c2nc[nH]c2C(=O)N2CCN(C(=O)OC(C)(C)C)CC2)c1	4.8	1.6	-5.1	-0.4	0.5	-13.7	2.8	1.4	0.2	-3.9
COc1ccc(C2CC(=O)C(C=NCCN3CCN(C(C)=O)CC3)=C(O)C2)cc1 (stereo not given)	1.6	-1.1	-2.4	0.6	-2.4	-0.8	1.4	1.9	3.1	5.2
O=C(N/N=C/c1ccc(OC(F)F)cc1OC(F)F)NC1CCCCC1	0.7	-0.1	-3.5	0.5	-5.4	-1.9	-10.2	5.9	2.7	-33.7
Cc1c(NC(=O)c2ccco2)cccc1C(=O)NN1C(=O)c2ccccc2C1=O	2.7	-0.6	1.6	-0.3	-1.3	6.5	-6.2	-3.0	3.2	4.8

# Compounds from the list above that have a Cl atom, in the order listed:
Structure	LEDGF integ inh	PG9 binder	NR1D1 modulator	PRMT1 inh	rCAG RNA binder	mABHD4 FP	SIAE primary	TDP2 inh	TCR CD3 inh	HTRA1 inh
O=C(Nc1ccc(NC(=O)c2ccccc2Cl)nc1)c1ccco1	1.3	0.4	3.3	-3.6	-1.2	2.5	-5.3	7.7	-1.1	-16.7
Cc1cc(Cl)ccc1OCC(=O)N1C(C)CCCC1C (stereo not given)	4.8	-3.9	-1.5	2.8	-5.9	2.7	2.2	-6.6	6.5	-8.3

# Remaining list, next part.
Structure	LEDGF integ inh	PG9 binder	NR1D1 modulator	PRMT1 inh	rCAG RNA binder	mABHD4 FP	SIAE primary	TDP2 inh	TCR CD3 inh	HTRA1 inh
CCn1cc(CCCC(=O)NCc2cccc(OC)c2)c2ccccc21	-1.8	-1.4	-1.3	-1.7	-4.2	0.0	-2.8	-0.3	1.4	-1.9
CC(C)c1ccc(C2(O)C(=O)Nc3cc(Br)ccc32)c(O)c1 (stereo not given)	1.2	-2.9	0.5	-1.1	4.3	3.3	-0.6	-2.2	0.4	-4.0
CC(C)(C)C(=O)c1sc2nc(-c3cccs3)cc(C(F)(F)F)c2c1N	-1.1	4.3	8.3	15.6	5.4	8.6	-1.5	-1.5	-1.8	3.2
COc1ccccc1N1CCN(C2=NS(=O)(=O)c3ccccc32)CC1	-0.5	-1.6	-1.6	0.5	-1.3	1.8	2.3	15.3	7.9	5.7
CC(C)[C@H](NC(=O)c1ccccc1)C(=O)OCC(=O)Nc1ccc2c(c1)OCCO2	1.2	-2.2	0.6	2.7	-3.6	2.1	2.1	6.3	-1.6	7.9
COCCNc1ncnc2c1ncn2[C@H]1CN(CCN2CCOCC2)C[C@@H](CO)O1	2.5	0.6	5.5	-1.3	2.5	-2.6	1.8	2.9	-4.3	.
O=C1OC(c2ccccc2)c2ccccc21 (stereo not given)	1.1	-0.5	-2.2	0.0	4.2	-4.5	3.6	-4.7	-0.5	-1.0
O=C(COc1ccc(Cl)cc1Cl)NCc1ccco1	-1.6	0.0	1.6	-1.5	-3.0	-6.3	-0.1	7.9	0.9	-2.3
O=c1[nH]c2ccccc2c(=O)n1CCCO	2.5	0.3	6.6	0.4	0.2	2.8	4.2	-3.0	-0.3	0.0
CCC1(c2ccccc2)NC(=O)N(CC(=O)Nc2cccc(C#N)c2)C1=O (stereo not given)	3.1	-1.6	5.1	0.6	1.4	1.9	-0.1	-14.1	-1.8	-0.3
O=C(Cc1ccc([N+](=O)[O-])cc1)NNC(=O)c1cccs1	-0.2	-0.8	-6.3	-1.6	54.6*	7.3	2.2	0.9	1.0	-8.0
CCOC(=O)C1(CCCc2ccccc2)CCN(C(=O)c2cnn(CC)c2)CC1	2.2	-1.4	-3.4	1.4	-13.8	-4.0	1.8	2.0	0.3	-7.8

# (listing goes on)
# Values run as follows: LEDGF integ inh	PG9 binder	NR1D1 modulator	PRMT1 inh	rCAG RNA binder	mABHD4 FP	SIAE primary	TDP2 inh	TCR CD3 inh	HTRA1 inh
- O=C(OCC(=O)N1CCOCC1)c1ccccc1SCC(=O)N1CCCC1
    2.9	-3.2	-2.8	2.2	-2.3	0.5	-1.9	9.2	-2.2	7.3
- COc1ccccc1CCn1cnc(-c2ccccc2)c1C(C)C
    2.2	2.2	-2.5	-0.4	-1.2	2.2	-1.5	-1.9	0.7	.
- COCCN(C(=S)Nc1ccc(C)cc1)C(C)c1cccnc1 (stereo not given)
    3.7	-1.6	0.0	-2.9	-0.9	-11.8	-4.5	-27.0	-0.3	7.6
- COc1cc(Cl)c(C)cc1NC(=O)CSc1ccc(NC(C)=O)cc1
    -2.1	-0.9	-0.6	1.2	-3.4	-11.0	6.2	-2.0	-4.2	-11.3
- Cc1ccc(/C=N/Nc2nc(C)cc(C)n2)cc1
    0.9	-1.6	-0.9	-3.0	-2.0	2.8	12.1	14.7	-1.8	2.3
- S=c1[nH]nc(-c2cc(-c3ccccc3)n[nH]2)n1/N=C/C(Br)=C/c1ccccc1
    -3.0	1.4	4.9	3.7	33.3	-4.6	-2.9	-2.3	-4.9	.
- Cc1nc(C(=O)NNC(=O)c2ccccc2Cl)c(C(F)(F)F)o1
    0.5	0.1	4.0	-1.1	-2.8	0.6	7.0	7.5	2.5	3.5
- Cc1cc(NN)nc(NS(=O)(=O)c2ccccc2Cl)n1
    -4.9	1.4	6.0	0.9	10.7	0.3	-4.9	0.0	-6.2	0.9
- COc1ccc2c(C)cc(=O)oc2c1C
    -0.3	1.1	1.3	1.4	-3.9	12.9	-0.9	2.6	-11.1	1.5
- CCc1cccc(CC)c1-n1c(SCn2nnc3ccccc3c2=O)nnc1-c1cccnc1
    -1.6	-1.6	-4.1	1.1	-7.4	0.9	-0.4	10.6	4.6	-13.9
- O=C(OCC(=O)C12CC3CC(CC(C3)C1)C2)c1cccnc1Cl
    -1.4	-1.6	-1.9	-3.7	-1.5	2.3	8.8	-0.9	0.3	-3.4
- COc1cc(C#Cc2c(-c3ccccc3)n(C)c3ccccc23)cc(OC)c1
    0.2	-0.8	2.3	-1.2	7.0	7.5	-0.9	-2.2	-1.2	-27.8
- CCCN(C(=O)Cc1c(C(=O)O)n(C)c2ccccc12)c1cccc(C)c1
    -1.4	0.5	0.8	-1.2	20.9	11.2	1.2	0.0	4.5	-2.9
- O=C(CC1SCCNC1=O)Nc1cccc(C(F)(F)F)c1 (stereo not given)
    -3.1	-2.2	-3.6	-2.7	0.6	-2.5	-2.5	3.4	10.9	1.8
- NC(=O)c1ncn([C@@H]2O[C@H](C(=O)N[C@H](Cc3ccccc3)C(=O)O)[C@@H](O)[C@H]2O)n1
    2.5	-1.6	6.2	-0.2	0.4	5.6	7.3	-1.8	-7.5	.
- CN(CC1COc2ccccc2O1)C(=O)c1cc(COc2c(F)cccc2F)on1 (stereo not given)
    -5.7	-2.0	4.3	1.2	-8.8	-14.3	3.6	-8.2	1.5	-9.5
- COc1ccccc1C(=O)Nc1ccc(OCC(=O)N2CCCCC2)cc1
    -2.8	0.8	1.0	1.8	1.0	-3.2	1.6	-0.3	-0.8	2.5
- COc1ccc(C(=O)/C=C/Nc2cccc(O)c2)cc1
    2.3	2.6	5.0	7.9	10.4	0.8	2.7	-12.3	-9.0	-9.2
- CCc1cccc(C)c1N(C(=O)Cn1c(CO)nc2ccccc21)C(C)COC (stereo not given)
    -1.5	0.0	-0.8	-2.5	-9.9	4.1	-5.1	1.4	0.7	7.8
- Cc1ccc(S(=O)(=O)Nc2ccc3[nH]c(=O)[nH]c3c2)c(C)c1
    -2.8	0.6	-0.7	7.5	-0.7	-9.9	-8.3	-6.0	-5.7	-7.6
- CCc1ccc(OCC(=O)NNC(=O)c2nn(CC)c(=O)c3ccccc23)cc1
    0.0	-2.6	-1.8	-2.2	-2.5	1.4	2.1	-5.1	13.4	4.2
- O=S(=O)(c1ccc(S(=O)(=O)n2cnc3ccccc32)cc1)N1CCCCCC1
    -6.6	-0.7	-1.1	2.2	5.9	4.6	3.7	-1.8	1.7	-1.0
- COc1ccc(-c2n[nH]c(=S)n2-c2ccccc2C)cc1
    2.2	-3.4	1.0	1.0	3.5	-4.1	4.4	-13.6	6.7	-2.0
- CCOC(=O)c1cnc(-c2ccccc2)[nH]c1=O
    1.1	-1.2	3.6	1.6	-3.4	1.2	-5.3	-0.2	5.3	1.3
- O=C1C=C(c2ccc(Cl)c(C(F)(F)F)c2)C[C@@H](c2ccc3c(c2)OCO3)C1
    5.0	-1.3	2.8	-2.0	-0.5	4.5	-2.8	0.1	3.5	-44.1
- CC1(C)CC(=O)C(C(=S)Nc2ccc(F)cc2)=C(NCCN2CCOCC2)C1
    0.8	-0.6	-6.0	0.7	-4.8	4.7	2.9	8.1	0.6	1.4
- Cc1ccccc1S(=O)(=O)Cc1ccc(C(=O)NCCN(C)Cc2ccccc2)o1
    3.1	-2.4	-0.9	0.2	-5.6	-6.5	-2.4	8.0	-1.1	-2.5
